FBW7 act: human FBW7 E3 ligase activation, primary screen | AID 1259310 | Q969H0 | normalized activity (activation), % at 26.1 µM | AlphaScreen FBW7–phospho-cyclin E peptide binding, activator screen | 650,000 compounds, 0.13% hits; in the data active means normalized activity above about 1.9%;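 further: purified mutant Fbw7 with reduced substrate affinity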
TEAD-YAP block: TEAD-YAP interaction inhibition | HEK-TIYL cells, TEAD-Gal4/YAP UAS-luciferase luminescence | inhibition, % at 9.12 µM | 640,000 compounds, 1.4% hits; in the data active means inhibition above about 32%;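 further: 0% = median of test compound wells and 100% = reference inhibitor wells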
GPR151 activ: human GPR151 activation | PathHunter beta-arrestin GPR151 cells, luminescence | activation, % at 11.2 µM | 650,000 compounds, 1% hits | AID 1508602; in the data active means activation above about 4.9%;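 further: 0% = median of compound wells and 100% = cells with positive control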
Target sequence (Q8TDV0 whole entry, looked up): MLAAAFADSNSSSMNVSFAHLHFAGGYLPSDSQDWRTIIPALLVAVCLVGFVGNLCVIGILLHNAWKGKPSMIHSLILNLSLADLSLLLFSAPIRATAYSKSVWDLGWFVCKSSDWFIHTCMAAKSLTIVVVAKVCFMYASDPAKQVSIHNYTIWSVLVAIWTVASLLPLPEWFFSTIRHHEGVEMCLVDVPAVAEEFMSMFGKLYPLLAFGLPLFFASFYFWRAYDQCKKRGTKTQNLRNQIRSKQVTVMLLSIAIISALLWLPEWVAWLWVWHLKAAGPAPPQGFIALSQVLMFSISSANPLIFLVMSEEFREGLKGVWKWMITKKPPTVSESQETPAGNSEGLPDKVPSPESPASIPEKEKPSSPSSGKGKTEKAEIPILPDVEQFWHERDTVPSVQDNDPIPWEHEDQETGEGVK
MITF primary: inhibitors of human MITF; AlphaScreen MITF homodimerization, bead proximity signal; inhibition, % at 2.6 µM; 650,000 compounds, 0.91% hits; AID 1259374; in the data active means inhibition above about 50%;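 further: 0% = vehicle wells with protein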
Target sequence (O75030 whole entry, looked up): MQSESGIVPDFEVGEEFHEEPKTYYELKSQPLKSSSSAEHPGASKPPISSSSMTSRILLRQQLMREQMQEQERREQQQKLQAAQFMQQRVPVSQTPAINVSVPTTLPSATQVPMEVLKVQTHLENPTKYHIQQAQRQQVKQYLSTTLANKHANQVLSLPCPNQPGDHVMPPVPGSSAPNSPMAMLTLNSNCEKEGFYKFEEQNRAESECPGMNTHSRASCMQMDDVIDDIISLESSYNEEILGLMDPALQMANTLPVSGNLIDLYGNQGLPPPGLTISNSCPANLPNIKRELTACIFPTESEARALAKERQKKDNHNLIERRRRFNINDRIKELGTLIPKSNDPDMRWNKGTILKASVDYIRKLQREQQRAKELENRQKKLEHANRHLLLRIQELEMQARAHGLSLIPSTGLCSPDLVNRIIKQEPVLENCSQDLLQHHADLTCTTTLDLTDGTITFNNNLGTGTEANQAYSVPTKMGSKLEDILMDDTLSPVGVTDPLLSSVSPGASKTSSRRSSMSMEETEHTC
* marks the source's active call; other numbers are inactive results.

Screening CCC1CCCCN1C(=O)c1cnc(N2CCN(c3ccccc3OC)CC2)c2ccccc12 (configuration not stated) returned FBW7 act -0.1, TEAD-YAP block 11.2, GPR151 activ -1.1 and MITF primary -11.2.
O=[N+]([O-])c1ccc(N/N=C/c2c[nH]c3ccccc23)cc1 was read as FBW7 act -0.1, TEAD-YAP block -19.1, GPR151 activ -0.6 and MITF primary 7.4.
`O=C(Nc1cccc(-c2nc3ccccc3[nH]2)c1)c1cccc([N+](=O)[O-])c1` gave FBW7 act 0.1, TEAD-YAP block -3.8, GPR151 activ -1.9 and MITF primary 15.0.
Cc1ccc2[nH]c(C(=O)N3CCC[C@@H]4CN(C(=O)c5ccccn5)CC[C@@H]43)cc2c1 was read as FBW7 act -0.1, TEAD-YAP block -2.0, GPR151 activ -0.4 and MITF primary 6.9.
COc1c(Sc2ccc([N+](=O)[O-])cc2)c(C)nn1-c1ccccc1 was read as FBW7 act -0.4, TEAD-YAP block 1.1, GPR151 activ -0.1 and MITF primary -0.8.
`CCN(CC)CCNc1nc2c(c(=O)n(C)c(=O)n2C)n1Cc1ccc(Br)cc1` gave FBW7 act -0.1, TEAD-YAP block 2.2, GPR151 activ 1.4 and MITF primary -4.5.
`COc1cccc(-c2nc(C3CCN(C(C)=O)C3)n3ccc(OC)cc23)c1` (configuration not stated) gave FBW7 act -0.1, TEAD-YAP block -36.8, GPR151 activ -0.4 and MITF primary 6.0.
For COc1cc2oc3ccccc3c2cc1NC(=O)CCC1CCCCC1 the results were FBW7 act 0.0, TEAD-YAP block 10.8, GPR151 activ -1.1 and MITF primary 4.2.
Screening CCc1ccc(C2NC(=O)NC(C)=C2C(=O)OC2CCCCCC2)cc1 (configuration not stated) returned FBW7 act 0.0, TEAD-YAP block 2.7, GPR151 activ -0.7 and MITF primary 4.8.
`Cc1cccc(-n2nc3c(c2NC(=O)c2ccc(Cl)cc2Cl)CS(=O)(=O)C3)c1C` gave FBW7 act 0.0, TEAD-YAP block 3.0, GPR151 activ 0.7 and MITF primary 0.1.
CCCCC(=O)NC(Nc1sc2c(c1C(=O)OCC)CCN(C)C2)(C(=O)OCC)C(F)(F)F (configuration not stated) was read as FBW7 act 0.0, TEAD-YAP block -14.7, GPR151 activ -1.7 and MITF primary 1.8.
`Cc1cccc(OCc2nc(C#N)c(NCCN3CCOCC3)o2)c1` gave FBW7 act -0.3, TEAD-YAP block -12.3, GPR151 activ 1.0 and MITF primary -5.8.
For CS(=O)(=O)Nc1ccc(C(=O)N2CCCCC2)cc1 the results were FBW7 act -0.1, TEAD-YAP block 0.4, GPR151 activ 3.6 and MITF primary 0.1.
For COCCCNC(=O)CCn1c(-c2ccc(OC)cc2)cc(C(C)=O)c1C the results were FBW7 act -0.1, TEAD-YAP block 3.2, GPR151 activ 0.2 and MITF primary 1.4.
Screening O=C(c1ccc(OC2CCN(Cc3ccccn3)CC2)cc1)N1CCCC(O)C1 (configuration not stated) returned FBW7 act 0.2, TEAD-YAP block -2.1, GPR151 activ -0.3 and MITF primary 6.3.
Screening CC(=O)c1cccc(N(CC(=O)NCCC(C)C)S(C)(=O)=O)c1 returned FBW7 act 0.8, TEAD-YAP block 3.1, GPR151 activ 1.6 and MITF primary -1.9.
Screening C(=NCc1cccnc1)c1ccc2c(c1)OCO2 returned FBW7 act -0.1, TEAD-YAP block 10.7, GPR151 activ -1.0 and MITF primary 11.9.
`OCC1(CCOc2ccccc2)CCN(CCCn2cccn2)CC1` gave FBW7 act 0.1, TEAD-YAP block 4.5, GPR151 activ 0.0 and MITF primary -10.6.
CC1=C(C(=O)OCCc2ccccc2)C(c2ccncc2)C2=C(CC(c3ccccc3)CC2=O)N1 (configuration not stated) was read as FBW7 act 0.1, TEAD-YAP block 0.3, GPR151 activ 1.3 and MITF primary -15.3.
`COc1cccc(Nc2cc(N3CCCC3)c3noc4c3c2C(=O)c2ccccc2-4)c1` gave FBW7 act -0.1, TEAD-YAP block 4.0, GPR151 activ 0.2 and MITF primary 14.0.
CCOC(=O)c1sc2ncn(CC(C)=O)c(=O)c2c1C was read as FBW7 act -0.1, TEAD-YAP block -14.7, GPR151 activ -0.4 and MITF primary -5.3.
Screening CSc1ccc(CN(C)C2CCN(C)CC2)cc1 returned FBW7 act -0.2, TEAD-YAP block 1.3, GPR151 activ -0.6 and MITF primary 44.9.
`COCCOC(=O)C1=C(C)NC(=O)NC1c1ccccc1OC` (configuration not stated) gave FBW7 act -0.2, TEAD-YAP block -10.8, GPR151 activ 0.0 and MITF primary -5.9.
`O=C(NC(=S)Nc1ccc(F)cc1)c1ccco1` gave FBW7 act -0.1, TEAD-YAP block -50.2, GPR151 activ -0.2 and MITF primary 3.9.

The final three compounds of the section above come first, to join the parts:
Screening CSc1ccc(CN(C)C2CCN(C)CC2)cc1 returned FBW7 act -0.2, TEAD-YAP block 1.3, GPR151 activ -0.6 and MITF primary 44.9.
`COCCOC(=O)C1=C(C)NC(=O)NC1c1ccccc1OC` (configuration not stated) gave FBW7 act -0.2, TEAD-YAP block -10.8, GPR151 activ 0.0 and MITF primary -5.9.
`O=C(NC(=S)Nc1ccc(F)cc1)c1ccco1` gave FBW7 act -0.1, TEAD-YAP block -50.2, GPR151 activ -0.2 and MITF primary 3.9.
For Cc1ccc(OCC(O)CN(CCO)CC(O)Cn2ccc3ccccc32)cc1 (configuration not stated) the results were FBW7 act -0.1, TEAD-YAP block 2.6, GPR151 activ 4.4 and MITF primary -0.5.
`CCOc1cccc(CN2CCc3nnc(CNC(=O)C4CCCN(C)C4)n3CC2)c1O` (configuration not stated) gave FBW7 act -0.1, TEAD-YAP block 4.8, GPR151 activ 2.8 and MITF primary 7.6.
NS(=O)(=O)c1ccc(NCc2ccc(Cl)cc2Cl)cc1 was read as FBW7 act -0.1, TEAD-YAP block -3.7, GPR151 activ 0.9 and MITF primary -10.9.
For O=C(Nc1ccccc1F)C1CC(=O)N(C2CCCCC2)C1 (configuration not stated) the results were FBW7 act 0.0, TEAD-YAP block 3.8, GPR151 activ -0.7 and MITF primary -3.0.
`Cc1ccc(S(=O)(=O)N/N=C/c2coc3ccc(Cl)cc3c2=O)cc1` gave FBW7 act -0.1, TEAD-YAP block -2.8, GPR151 activ -0.2 and MITF primary -4.8.
For Cc1cccc(OCCCC(=O)Nc2nccs2)c1 the results were FBW7 act 0.0, TEAD-YAP block 3.8, GPR151 activ 1.8 and MITF primary -4.7.
For O=S1(=O)N=C(SCc2cccc(F)c2)Nc2ccccc21 the results were FBW7 act -0.1, TEAD-YAP block -28.5, GPR151 activ 1.3 and MITF primary -4.9.
Screening COc1ccccc1NC(=O)CCNC(=O)C1O[C@@H]2OC(C)(C)O[C@@H]2[C@H]2OC(C)(C)O[C@@H]12 (some centres not stated) returned FBW7 act 0.1, TEAD-YAP block -5.0, GPR151 activ 2.9 and MITF primary -16.6.
Screening COc1ccc(-n2c(=O)[nH]c3c(C(N)=O)nc(-c4ccc(F)cc4)nc32)cc1 returned FBW7 act 0.3, TEAD-YAP block 0.3, GPR151 activ 1.5 and MITF primary 10.5.
For CCOc1ccccc1C(=O)Nc1ccccc1CC the results were FBW7 act 0.0, TEAD-YAP block 2.8, GPR151 activ 2.5 and MITF primary -7.8.
CCOC(=O)c1ccc(NC(=O)Cc2ccccc2[N+](=O)[O-])cc1 was read as FBW7 act -0.1, TEAD-YAP block -38.4, GPR151 activ -0.8 and MITF primary 8.5.
`C=CCNS(=O)(=O)CCNC(=O)c1cccc(OC)c1` gave FBW7 act 0.2, TEAD-YAP block 2.9, GPR151 activ 0.9 and MITF primary 8.4.
Screening CCOC(=O)c1ccccc1NC(=O)c1sc(NC(=O)C2CC2)c(C(=O)OCC)c1C returned FBW7 act 0.0, TEAD-YAP block 3.7, GPR151 activ 0.1 and MITF primary -0.9.
`COc1ccccc1CC(=O)Nc1cc([N+](=O)[O-])ccc1C` gave FBW7 act 0.1, TEAD-YAP block -8.5, GPR151 activ 1.5 and MITF primary -3.2.
Screening Cc1c(NC(=O)C(C)OC(=O)CCC(=O)c2cccs2)c(=O)n(-c2ccccc2)n1C (configuration not stated) returned FBW7 act -0.1, TEAD-YAP block 7.1, GPR151 activ -2.8 and MITF primary 9.5.
For O=C(COc1ccccc1)Nc1ccc(I)cc1 the results were FBW7 act 0.1, TEAD-YAP block -28.9, GPR151 activ -0.4 and MITF primary -5.7.
For COc1ccc(Cl)cc1N1C(=O)CSC1c1ccc([N+](=O)[O-])cc1 (configuration not stated) the results were FBW7 act 0.1, TEAD-YAP block 11.2, GPR151 activ -0.8 and MITF primary 13.5.
Screening COc1cc(OC)c(NC(=O)c2c(C)noc2C)cc1Cl returned FBW7 act 0.6, TEAD-YAP block 3.4, GPR151 activ -1.3 and MITF primary -2.5.
`CCN1CCN(C(c2cccs2)C(C)NC(=O)C(C)C)CC1` (configuration not stated) gave FBW7 act 0.5, TEAD-YAP block -9.9, GPR151 activ -1.1 and MITF primary 3.3.
Screening O=C(N/C(=C/c1cccs1)C(=O)N1CCCCCC1)c1ccccc1 returned FBW7 act 0.1, TEAD-YAP block 2.5, GPR151 activ 2.1 and MITF primary 7.7.
CC(C)NC(=O)CSc1nnc2c(n1)[nH]c1ccccc12 was read as FBW7 act -0.1, TEAD-YAP block -9.6, GPR151 activ -0.4 and MITF primary 1.3.
For Cc1ccc(-c2ccc(OCCNS(=O)(=O)c3cccc(C)c3)nn2)cc1 the results were FBW7 act 0.0, TEAD-YAP block 20.4, GPR151 activ -0.2 and MITF primary -1.8.
For CCC(=O)Nc1ccc(C(=O)NNC(=O)Cc2ccccc2)cc1 the results were FBW7 act 0.1, TEAD-YAP block -8.0, GPR151 activ -1.3 and MITF primary -8.0.
Screening O=C(O)CCC(=O)N1CCC(c2nc(-c3cccnc3)no2)CC1 returned FBW7 act 0.0, TEAD-YAP block -4.0, GPR151 activ 0.3 and MITF primary -8.4.
For Cc1cc(NCc2cccnc2)nc(N2CCc3ccccc3C2)n1 the results were FBW7 act 0.1, TEAD-YAP block -24.1, GPR151 activ 0.2 and MITF primary 0.2.
`O=C(COc1coc(CN2CCN(c3ccc(F)cc3)CC2)cc1=O)N1CCCCC1` gave FBW7 act -0.1, TEAD-YAP block -5.8, GPR151 activ 0.7 and MITF primary 1.7.
Screening COc1ccc(CNc2nc(SCc3cccc(F)c3)nc3ccccc23)cc1 returned FBW7 act 0.0, TEAD-YAP block -22.1, GPR151 activ -0.5 and MITF primary -4.5.
Screening COCC(=O)Nc1nc(-c2ccc(Cl)cc2)cs1 returned FBW7 act 0.0, TEAD-YAP block -15.4, GPR151 activ 0.2 and MITF primary 15.5.
For O=C1CCC(N2CCCC(c3ccccc3)C2)CCN1Cc1ccccc1 (configuration not stated) the results were FBW7 act 0.1, TEAD-YAP block -2.1, GPR151 activ 3.1 and MITF primary 1.5.
Screening O=C(Nc1cccc(-c2nc3ccccc3o2)c1)c1ccccc1Cl returned FBW7 act -0.1, TEAD-YAP block 2.4, GPR151 activ -0.5 and MITF primary -3.6.
Screening COc1cccc(CNCc2c(C(=O)N3CCOCC3)nc3ccccn23)c1 returned FBW7 act -0.2, TEAD-YAP block -1.3, GPR151 activ -1.6 and MITF primary -4.0.
Screening CCSc1nc2c(c(=O)n1CCc1ccccc1)SCC2 returned FBW7 act -0.1, TEAD-YAP block -2.8, GPR151 activ 1.0 and MITF primary 7.5.
Cc1cccc(NC(=O)CCCN2C(=O)c3ccccc3C2=O)c1 was read as FBW7 act 0.5, TEAD-YAP block 5.6, GPR151 activ -1.9 and MITF primary -5.7.
Screening O=C(Cn1c(-c2ccncc2)nc2ccccc21)Nc1nc2ccccc2s1 returned FBW7 act 0.0, TEAD-YAP block 6.6, GPR151 activ 0.4 and MITF primary 8.4.
CN(C)CCNc1cc(N2CCCC2)c2noc3c2c1C(=O)c1ccccc1-3 was read as FBW7 act 0.6, TEAD-YAP block 2.4, GPR151 activ 0.8 and MITF primary 18.9.
CCOc1ccccc1C1C(C#N)=C(SCC(=O)Nc2cc(C)ccc2C)NC(C)=C1C(=O)Nc1ccccc1 (configuration not stated) was read as FBW7 act 0.2, TEAD-YAP block 5.1, GPR151 activ 1.2 and MITF primary -0.7.
For COCc1c(C(=O)NN=C(C)C)nnn1-c1nonc1N the results were FBW7 act 0.0, TEAD-YAP block 6.2, GPR151 activ 0.6 and MITF primary 0.3.
COC(=O)c1sc(N)c(C(=O)OC)c1CN1CCOCC1 was read as FBW7 act 0.1, TEAD-YAP block 1.1, GPR151 activ 0.6 and MITF primary 3.9.

By substructure: those above with two or more sulfur atoms (2)
For O=S1(=O)N=C(SCc2cccc(F)c2)Nc2ccccc21 the results were FBW7 act -0.1, TEAD-YAP block -28.5, GPR151 activ 1.3 and MITF primary -4.9.
Screening CCSc1nc2c(c(=O)n1CCc1ccccc1)SCC2 returned FBW7 act -0.1, TEAD-YAP block -2.8, GPR151 activ 1.0 and MITF primary 7.5.

Filtered by structure, the compounds so far with a furan ring, fused or not.
For COc1cc2oc3ccccc3c2cc1NC(=O)CCC1CCCCC1 the results were FBW7 act 0.0, TEAD-YAP block 10.8, GPR151 activ -1.1 and MITF primary 4.2.
`O=C(NC(=S)Nc1ccc(F)cc1)c1ccco1` gave FBW7 act -0.1, TEAD-YAP block -50.2, GPR151 activ -0.2 and MITF primary 3.9.

From PubChem
